Bioassay records (PubChem)
D2 potentiator: HTS Assay for Positive Allosteric Modulators of the Human D2 Dopamine Receptor: Primary Screen for Potentiators | AID 485347, 2010 | HEK293 T-REx D2, calcium flux, EC20 dopamine potentiation | D(2) dopamine receptor (Homo sapiens), P14416 | potentiation, % at 10 µM | 0.34% of 340,000 active;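 active = potentiation over 3 SD above the plate norm, cut at about 30% in these data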; note: 0% is about no effect
Target sequence (P14416 whole entry, looked up): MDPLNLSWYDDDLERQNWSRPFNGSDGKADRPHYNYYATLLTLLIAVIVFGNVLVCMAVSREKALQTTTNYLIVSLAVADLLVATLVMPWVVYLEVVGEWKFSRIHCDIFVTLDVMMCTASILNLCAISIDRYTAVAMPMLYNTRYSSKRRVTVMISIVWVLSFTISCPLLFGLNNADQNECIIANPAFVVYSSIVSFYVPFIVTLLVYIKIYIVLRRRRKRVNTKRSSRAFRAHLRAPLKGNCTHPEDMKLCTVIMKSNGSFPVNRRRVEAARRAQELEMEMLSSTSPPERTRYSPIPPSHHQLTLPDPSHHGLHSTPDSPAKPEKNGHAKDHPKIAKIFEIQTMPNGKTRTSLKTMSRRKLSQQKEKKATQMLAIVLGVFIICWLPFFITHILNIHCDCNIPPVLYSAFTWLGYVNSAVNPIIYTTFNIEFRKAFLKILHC
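Tetracycline-induced Hek293 Trex D2 cells, force-coupled to calcium, loaded with no-wash calcium dye. Compound added with 180 s kinetic read for agonism, then EC20 dopamine and a further 180 s read for potentiation.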
D1 antag: Antagonist of Human D 1 Dopamine Receptor: qHTS; D(1A) dopamine receptor (Homo sapiens), P21728; HEK293 TREx D1 cells, calcium flux, dopamine EC80; stronger effect = lower value; activity change, negative = inhibition, % at 10 µM; 3.2% of 360,000 active; in the data active = activity change below about -30%; note: % is set by controls: 0 for no effect and ±100 for the full control effect
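Tetracycline-induced HEK293 Trex D1 cells, force-coupled to calcium, dye-loaded; compounds added and read 180 s, then EC80 dopamine added and calcium flux tracked kinetically another 180 s.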
D2 antag: HTS Assay for Allosteric Antagonists of the Human D2 Dopamine Receptor: Primary Screen for Antagonists | HEK293 TREx D2 cells, calcium flux, dopamine EC80 | inhibition, % at 10 µM | 2% of 340,000 active | AID 485344, 2010; in the data active = inhibition above about 30%; note: 0% is about no effect
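Dopamine at EC80 is the agonist stimulus; test compounds precede it by 180 s. Calcium flux read kinetically in a force-coupled, inducible HEK293 T-REx D2 cell line.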
TRHR PAM: qHTS for Small Molecule Agonists and Allosteric Enhancers of Human TRH Receptor: Primary Screen for Enhancers | 0.66% of 360,000 active | Thyrotropin-releasing hormone receptor (Homo sapiens), P34981 | enhancement, % at 2 µM | TRHR cells, fluo-8 calcium fluorescence, EC20 TRH enhancement; in the data active = enhancement above about 30%; note: 0% is about no effect
Target sequence (P34981 whole entry, looked up): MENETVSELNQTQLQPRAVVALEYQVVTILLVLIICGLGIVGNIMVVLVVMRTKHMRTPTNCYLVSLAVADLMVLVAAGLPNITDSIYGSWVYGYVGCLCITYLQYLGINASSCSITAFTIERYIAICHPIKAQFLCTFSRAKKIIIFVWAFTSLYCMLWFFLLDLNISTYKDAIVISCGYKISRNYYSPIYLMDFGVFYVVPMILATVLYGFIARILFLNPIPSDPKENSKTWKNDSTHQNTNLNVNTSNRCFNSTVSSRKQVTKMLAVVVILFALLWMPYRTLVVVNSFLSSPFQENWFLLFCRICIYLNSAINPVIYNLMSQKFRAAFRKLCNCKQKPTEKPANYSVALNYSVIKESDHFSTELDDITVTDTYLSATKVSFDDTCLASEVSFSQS
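Enhancer read-out: after compound pinning and an initial kinetic agonist-mode read, an EC20 of TRH (10 nM final) was injected and fluo-8 calcium signal (Ex 480/Em 530) followed at 1 s/cycle for 100 cycles in TRHR-expressing cells.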
TRHR agonist: qHTS for Small Molecule Agonists and Allosteric Enhancers of Human TRH Receptor: Primary Screen for Agonists | TRHR cells, calcium flux fluo-8, FDSS agonist mode | activation, % at 2 µM | 0.18% of 360,000 active; note: 0% is about no effect
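TRHR-expressing cells, plated overnight in medium with 10% serum, were loaded with fluo-8 calcium dye at room temperature. After a 10 s baseline, library compound was pin-added and calcium release was recorded kinetically (ex 480/em 530) as agonist response.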
RXFP1 antagonist: qHTS Assay for Antagonists of the Relaxin Receptor RXFP1 | HEK293-RXFP1, relaxin-stimulated cAMP HTRF, 30 min; stronger effect = lower value | activity change, negative = inhibition, % at 57.5 µM | 0.59% of 350,000 active;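 active = activity change of -60% or lower, but not beyond a set lower limit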; note: % is set by controls: 0 for no effect and ±100 for the full control effect
D1 agonist: Allosteric Agonists of the Human D1 Dopamine Receptor: qHTS. activation, % at 2 µM. D(1A) dopamine receptor (Homo sapiens), P21728. HEK293 T-REx D1 cells, calcium flux, agonist mode. 1% of 360,000 active; note: 0% is about no effect
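Agonism was scored from calcium flux recorded over 180 s (1 read/s) after pintool compound addition, following a 10-cycle baseline. Cells were inducible force-coupled HEK293 TREx D1, plated overnight at 30 C and loaded with no-wash calcium dye.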
D2 agonist: HTS Assay for Allosteric Agonists of the Human D2 Dopamine Receptor: Primary Screen for Agonists; D(2) dopamine receptor (Homo sapiens), P14416; HEK293 T-REx D2 cells, calcium flux agonist mode; activation, % at 2 µM; 0.53% of 340,000 active; AID 485358, 2010;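 active = activation over 3 SD above normal in the single-dose calcium agonist read, cut at about 30% in these data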; note: 0% is about no effect
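Calcium-flux readout, 1 cycle/sec over 180 s following compound pin transfer, in inducible HEK293 Trex D2 cells (force-coupled); dopamine controls included. Positive calcium responses during this window marked compounds as potential agonists.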
D1 potentiator: Potentiators of Human D1 Dopamine Receptor: qHTS | potentiation, % at 10 µM | HEK293 TREx D1 cells, calcium flux, dopamine EC20 potentiation | AID 504651, 2011 | 0.036% of 360,000 active; in the data active = potentiation above about 30%; note: 0% is about no effect
* marks the source's active call; other numbers are inactive results; / = no result given; & = joins results of further samples; ! = not active in a repeat. Cut-off read from the data, not from the text of the source, unless noted: active = activation above about 30%; inactive = the rest.

SMILES | D2 potentiator | D1 antag | D2 antag | TRHR PAM | TRHR agonist | RXFP1 antagonist | D1 agonist | D2 agonist | D1 potentiator
Cc1ccccc1N(Cc1cc(=O)[nH]c2ccccc12)C(=O)C(C)C | -6 | -1 | 15 | -12 | 0.2 | -7 | 2 | 1.0 | 5
Cn1c(O)c(C=Nc2ccc(Cc3ccncc3)cc2)c(=O)n(C)c1=O | 9 | -1 | 1 | 2 | 0.7 | / | 3 | -0.6 | 0
CCC(C)OC(=O)c1cc(C)nc2c(Br)cc(Br)cc12 (stereo unspecified) | -7 | 9 | 6 | -3 | 0.4 | -1 | 0 | 0.2 | -4
O=C(O)c1ccc(C2CCCCC2)cn1 | 2 | -17 | -19 | 7 | 0.0 | 4 | 2 | -1.5 | 2
COc1cc(/C=N/NS(=O)(=O)c2ccccc2)c(OC)c(OC)c1 | -2 | -5 | -2 | 9 | -0.1 | -9 | 0 | -1.5 | 6
CC1=CN2C(=NC(=O)CC2(C)C(=O)N(CC(=O)NC2CCCC2)c2ccccc2C)C=C1 (stereo unspecified) | -18 | 8 | 1 | -2 | -0.9 | -6 | 0 | -0.1 | -1
COc1ccccc1NC(=O)CCC(=O)N1CC(C)Oc2ccc(C)cc21 (stereo unspecified) | -2&-3 | 3&7 | -19 | -5&-5 | -0.6&-0.6 | 2&-26 | -1&1 | -0.3&-0.4 | 1&-2
COCc1c(C(=O)N/N=C\c2cccs2)nnn1-c1nonc1N | 5 | 8 | 5 | 1 | -0.3 | -6 | 8 | 1.0 | 11
CCOc1ccc(-c2cc(CCCC(=O)NCCc3ccc(SC)cc3)no2)cc1 | 15 | -7 | / | 7 | 0.2 | / | 2 | 0.2 | 0
CC(Oc1ccc(Cl)cc1Cl)C(=O)N(C)c1ccccc1 (stereo unspecified) | 5 | -15 | -2 | 0 | -0.2 | -2 | 1 | -0.4 | 0
CC1(C)Cc2c(ccc3ccccc23)-c2nnc(-c3cccnc3)n21 | -3 | -29 | 9 | 26 | 0.2 | 0 | 2 | 0.2 | -10
O=C(COC(=O)CSCC(=O)N1CCCCC1)Nc1ccc(Cl)cc1 | 2 | -3 | 7 | 7 | -0.5 | -7 | 0 | 0.6 | -3
C=C(C)COc1ccc2c(C)c(CCC(=O)N3C[C@H]4C[C@@H](C3)c3cccc(=O)n3C4)c(=O)oc2c1 | 4 | -12 | 6 | -2 | -0.9 | / | 3 | -0.4 | -1
O=C1CC(N2CCC(O)(c3ccc(Cl)cc3)CC2)C(=O)N1 (stereo unspecified) | 16 | -10 | 31* | 0 | 0.2 | -2 | 1 | 0.9 | 2
CCCCCCC(=O)Nc1nc(C)c(-c2csc(Nc3cc(Cl)ccc3OC)n2)s1 | 2 | 19 | 3 | 6 | 0.1 | / | 0 | 0.5 | -4
COc1cccc(CC2(CO)CCCN(Cc3cc4ccccc4[nH]3)C2)c1 (stereo unspecified) | / | -25 | / | -8 | 2.4 | -29 | 15 | / | -4
Cn1cccc1C(=O)OCC(=O)N1c2ccccc2NC(=O)C1(C)C | -2 | -5 | -1 | 3 | 0.0 | -6 | 2 | 2.3 | -1
Cc1ccccc1-n1c(Cn2c(=O)sc3ccccc32)nnc1SCC(=O)Nc1nccs1 | -4 | -10 | -7 | -7 | -0.7 | / | 0 | -1.3 | 6
CCN(C(=O)COC(=O)C1=COCCO1)c1ccccc1 | -14 | -19 | -13 | -8 | 0.0 | 10 | 1 | 0.3 | -8
CS(=O)(=O)N(CC(=O)NC1CCCC1)Cc1ccc(Cl)cc1 | 7 | 11 | -13 | 0 | 0.1 | 8 | 0 | 0.4 | 6
CCC(=O)N1CCc2cc(CNS(=O)(=O)c3ccccc3F)ccc21 | / | -10 | / | -17 | 0.0 | 2 | 5 | 0.4 | 6
Cc1ccc(C(=O)c2c3ccc([N+](=O)[O-])cc3[n+]([O-])n2CCC(N)=O)cc1 | -8 | 14 | 7 | 5 | -1.5 | / | 4 | 0.3 | -2
O=C1NC2(CCCCC2)Oc2ccccc21 | -11 | -2 | -20 | 2 | -0.2 | -2 | 6 | 1.0 | 1
COc1cccc(N2CC(C(=O)Nc3nnc(SCC(=O)Nc4cc(C)on4)s3)CC2=O)c1 (stereo unspecified) | 4 | -1 | -10 | 4 | 1.0 | -12 | 4 | 0.5 | -2
Cc1ccc2nc(NC(=O)c3ccc(NS(=O)(=O)c4cccs4)cc3)sc2c1 | -1 | 8 | -9 | 12 | -0.6 | -17 | 0 | -1.5 | 2
Fc1ccc(C(c2nnnn2C2CCCCC2)N2CCCC2)cc1 (stereo unspecified) | 2 | 18 | -4 | 5 | 0.0 | -3 | 4 | 0.3 | 2
O=c1oc2cc(O)ccc2c2ccccc12 | 5 | 8 | 1 | 21 | -0.1 | 31 | 2 | 0.0 | -2
O=C(c1cccc(N2C(=O)C3CC=CCC3C2=O)c1)N1CCCc2ccccc21 (stereo unspecified) | 3 | -1 | 5 | 2 | 1.9 | 8 | 2 | 0.2 | 0
CC(=O)OCC(COC(C)=O)OC(C)=O | 3 | 26 | 3 | -6 | 0.7 | 12 | -1 | 0.2 | 1
Cc1cccc(CSc2nnc(-c3cccs3)n2Cc2ccco2)c1 | 2 | -36* | 26 | -5 | -1.9 | 8 | 9 | 0.2 | -9
COCCNC(=O)CNC(=S)N(CCCN1CCOCC1)Cc1cccs1 | 13 | -12 | 17 | 2 | 0.2 | 2 | 2 | 2.5 | -4
FC(F)(F)c1cc(-c2ccco2)nc(N2CCN(c3ccccc3)CC2)n1 | -9 | 14 | 10 | -3 | -0.5 | 2 | -3 | 1.2 | 2
CC1OC(Nc2ccc(OC(F)(F)F)cc2)C(O)C(O)C1O (stereo unspecified) | -4 | 6 | -8 | 5 | -0.1 | 27 | 4 | -0.3 | -5
Cc1cc(C)c(NC(=O)Cn2c(=O)n(CC(=O)NCc3ccccc3Cl)c(=O)c3sccc32)c(C)c1 | -2 | 3 | / | 1 | 0.7 | 2 | 1 | 0.6 | -1
Cc1ccc(OC(=O)C2CSC3(C)CCC(=O)N23)c(Br)c1 (stereo unspecified) | -22 | -5 | 24 | 7 | -0.3 | -3 | 4 | 0.8 | 5
Cc1cccc2c1-c1sc(C(=O)Nc3cccc([N+](=O)[O-])c3C)cc1CO2 | 18 | -6 | -11 | 20 | 0.0 | -20 | 31* | -1.2 | -14
CSc1ccc(/C=N/N2CCN(Cc3ccccc3Cl)CC2)cc1 | -6 | -1 | 8 | -4 | 0.3 | -10 | 4 | -0.1 | -3
Nc1cc(Cl)ccc1N1C(=O)CCC1=O | 1 | 9 | -10 | 8 | 0.7 | 6 | 2 | 1.0 | 3
COc1cccc(C(=O)Nn2cnnc2)c1OC | 0 | 6 | -1 | -3 | -1.6 | 6 | 1 | -0.8 | 3
C=CCn1c(COc2ccc(CC)cc2)nnc1SCC(=O)N(C)C1CCS(=O)(=O)C1 (stereo unspecified) | 8 | 7 | -13 | 1 | 21 | -13 | 2 | -0.3 | 12

Two entries picked at random from the list so far:
SMILES | D2 potentiator | D1 antag | D2 antag | TRHR PAM | TRHR agonist | RXFP1 antagonist | D1 agonist | D2 agonist | D1 potentiator
Cc1cccc2c1-c1sc(C(=O)Nc3cccc([N+](=O)[O-])c3C)cc1CO2 | 18 | -6 | -11 | 20 | 0.0 | -20 | 31* | -1.2 | -14
Nc1cc(Cl)ccc1N1C(=O)CCC1=O | 1 | 9 | -10 | 8 | 0.7 | 6 | 2 | 1.0 | 3

Further records follow.
SMILES | D2 potentiator | D1 antag | D2 antag | TRHR PAM | TRHR agonist | RXFP1 antagonist | D1 agonist | D2 agonist | D1 potentiator
CSc1ccc(/C=C(\C#N)C(=O)NC2CCCCC2)cc1 | -8 | 5 | -18 | 4 | -0.1 | -7 | 4 | 0.6 | -1
CCc1nnc2c3cnn(-c4ccccc4)c3ncn12 | 13 | -17 | -4 | 24 | -1.7 | 6 | 8 | 0.2 | -11
O=C(CSc1nc(Cc2ccccc2)nc2ccccc12)Nc1nc2c(s1)CCCC2 | -5 | 2 | -34 | 6 | -0.1 | 1 | 3 | -0.1 | -3
COC(=O)c1ccc(-n2c(C)cc(/C=N/Nc3nc(C)cc(=O)[nH]3)c2C)cc1 | -2 | -28 | -12 | 3 | -0.3 | -1 | 2 | 0.5 | -2
CCN(CC(=O)NCc1ccc(Cl)cc1)C(=O)c1ccc2cc(OC)ccc2c1 | -3 | -29 | -27 | 1 | 0.2 | 17 | 6 | 0.4 | -10
CCc1c(C(=O)NCc2ccc3c(c2)OCO3)[nH]c(C)c1C(C)=O | -11 | 2 | -23 | -4 | -0.5 | -13 | 3 | 0.5 | -5
O=S1(=O)CCC(NS(=O)(=O)/C=C/c2ccccc2)C1 (stereo unspecified) | -2 | -1 | 4 | 6 | 0.8 | -8 | -2 | 0.8 | -2
COc1ccccc1N1CCN(CCCNC(=O)Cn2ncc3c([nH]c4ccccc43)c2=O)CC1 | -26&-27 | -30&-11 | 90* | 32*! | 0.2&-0.2 | 23&0 | 0&0 | 27 | -13&-2
CCC(=O)Nc1ccccc1-c1nc2ccccc2n(C(C)C(=O)Nc2ccc(OC)cc2)c1=O (stereo unspecified) | -22 | -31* | / | -1 | 1.1 | -22 | 6 | 0.0 | -4
O=C(CN1C(=O)NC2(CCCCC2)C1=O)Nc1cc(C(F)(F)F)ccc1N1CCOCC1 | 3 | 2 | -1 | 6 | 1.6 | -4 | 3 | 0.7 | -3
S=C(NCc1ccco1)Nc1ccc(Cl)c(Cl)c1 | -4 | -26 | / | -5 | 0.0 | -14 | 26 | / | -3
N#CCCN1CCN(S(=O)(=O)c2ccc(C#N)cc2)CC1 | -9 | -19 | -5 | 6 | -0.6 | -1 | 5 | -0.5 | -7

Full records from above. Order of screens: D2 potentiator | D1 antag | D2 antag | TRHR PAM | TRHR agonist | RXFP1 antagonist | D1 agonist | D2 agonist | D1 potentiator
Listed for O=S1(=O)CCC(NS(=O)(=O)/C=C/c2ccccc2)C1 (stereo unspecified) : -2 | -1 | 4 | 6 | 0.8 | -8 | -2 | 0.8 | -2
Listed for N#CCCN1CCN(S(=O)(=O)c2ccc(C#N)cc2)CC1 : -9 | -19 | -5 | 6 | -0.6 | -1 | 5 | -0.5 | -7
Listed for CSc1ccc(/C=C(\C#N)C(=O)NC2CCCCC2)cc1 : -8 | 5 | -18 | 4 | -0.1 | -7 | 4 | 0.6 | -1
Listed for CCC(=O)Nc1ccccc1-c1nc2ccccc2n(C(C)C(=O)Nc2ccc(OC)cc2)c1=O (stereo unspecified) : -22 | -31* | / | -1 | 1.1 | -22 | 6 | 0.0 | -4
